Screening data as filed in PubChem.
14-3-3g Raf: 14-3-3 gamma protein interaction modulation; P61981; FP, 14-3-3gamma / TMR-pS259-Raf peptide binding; inhibition, % at 40 µM; actives 0.19% (n = 160,000); AID 422; in the data active means inhibition above about 30%;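 further: 0% = protein plus tracer without compound and 100% = blank with tracer alone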
Target sequence (P61981 whole entry, looked up): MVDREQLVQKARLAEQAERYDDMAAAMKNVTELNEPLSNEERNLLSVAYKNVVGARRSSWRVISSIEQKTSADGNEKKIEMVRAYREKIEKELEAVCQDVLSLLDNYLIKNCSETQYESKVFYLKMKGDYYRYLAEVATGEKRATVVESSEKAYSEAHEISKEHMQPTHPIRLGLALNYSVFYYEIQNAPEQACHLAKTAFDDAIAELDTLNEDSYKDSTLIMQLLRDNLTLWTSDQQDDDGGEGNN
The depositor's hits bear a star; & = joins results of further samples. Some of the compounds tested, so the mix of outcomes need not match the whole.

mol	14-3-3g Raf
Cc1cc(NC(=O)CSc2nc3ccccc3n2CC(=O)N2CC(C)CC(C)C2)no1 (stereo not given)	-7.6
CCc1ccc(C2=CC(c3ccc(SC)cc3)n3ncnc3N2)cc1 (stereo not given)	-4.2
COc1ccc(CNC(=O)c2ccc(S(=O)(=O)N(C)C)cc2)cc1	4.3
Fc1cccc(Cl)c1Cn1nnc2c(-n3ccnc3)ncnc21	-2.7
Cn1c(=O)cc(SCC(=O)N2CCN(c3ccccn3)CC2)c2ccccc21	-2.7&-13.7
Cn1cc(S(=O)(=O)NCc2ccco2)c(=O)n(C)c1=O	-4.6
CCOC(=O)C1(CC)NC(c2ccc(N(C)C)cc2)C2C(=O)N(C)C(=O)C21 (stereo not given)	-9.0
CCOC(=O)c1c(NC(=O)CSc2nnc3ccccn23)sc(C)c1C	-6.2
O=S(=O)(c1ccccc1)n1c(SCc2ccc(F)cc2)nc2ccccc21	-8.7
O=S1(=O)N=C(N2CCCc3ccccc32)c2ccccc21	-0.6
CCCC(=O)N1CC2(CCC)CN(C(=O)CCC)CC(CCC)(C1)C2=O	-8.7
O=C(CCCn1c(SCc2ccccc2Cl)nc2ccccc2c1=O)N1CCN(c2ccccc2)CC1	-1.2
O=c1oc2ccc(Cl)cc2cc1-c1nnc(NCc2ccco2)s1	-10.7
CC(=O)N1CCCc2cc(S(=O)(=O)NCCC3=CCCCC3)ccc21	-8.2&-2.0
CC1C(C#N)=C(N)OC2=C1C(=O)CCC2 (stereo not given)	-0.3
CCOc1ccc(C2CC(=O)C3=C(C2)NC(C)=C(C(=O)OC2CCCC2)C3c2coc3ccc(C)cc3c2=O)cc1OC (stereo not given)	7.8
O=C(NCCc1ccc(Cl)cc1)c1cc(S(=O)(=O)N2CCCC2)ccc1F	-5.5
CCCCNC(=O)CC(=O)Nc1ccccc1C(=O)O	-3.8
O=c1c2c(nc3cc(-c4ccc(Cl)cc4)[nH]n13)CCCC2	-7.6
N#CCCn1c(=O)n(CCC#N)c2ccccc21	-8.6
O=C(O)c1cc2c(ccc3ccccc32)oc1=O	-5.0
CCOc1ccc(CCNC(=O)c2cc3c(=O)[nH]c4ccccc4c3s2)cc1OCC	-116.3
Cn1nnc(C(O)CN2CCOCC2)n1 (stereo not given)	-5.9
O=C(c1ccc(Br)cc1)c1coc2ccccc2c1=O	-4.2
COCc1nnc(NS(=O)(=O)Cc2ccccc2)s1	-1.6
Cc1sc2ncn(CC(=O)N3CC(C)CC(C)C3)c(=O)c2c1S(=O)(=O)N1CC(C)CC(C)C1 (stereo not given)	-7.6
Cc1ccc(C)c(C(=O)CCC(=O)Nc2cccnc2)c1	7.0
COc1cc(OC)c(C(=O)NC2CCCCCC2)cc1OC	-10.0
COc1ccc(CCNC(=O)c2cccn3c(=O)c4ccc(Cl)cc4nc23)cc1OC	-12.1
OCCNc1nc(C2CC2)nc2c1nnn2Cc1ccccc1Cl	-8.4
Cc1cc(C(F)F)n2nc(C(=O)Nc3ccc(F)cc3F)nc2n1	-11.5
COc1ccc(S(=O)(=O)Nc2c(C)cc(O)c(S(=O)(=O)c3ccccc3)c2C)cc1	0.0
O=C(Cn1c(=O)n(Cc2ccccc2)c(=O)c2ccccc21)c1ccc(Cl)cc1	-0.2
O=C(CSc1nc2cc3c(cc2c(=O)n1Cc1ccco1)OCO3)N1CCN(c2ccccc2)CC1	-12.9
N#Cc1cccc(-n2nnnc2-c2ccccn2)c1	-3.9
O=C(CSc1nc2c(sc3ccccc32)c(=O)n1CCCN1CCOCC1)NC1CCCCC1	-1.2
CC(=O)c1ccc(N2CCN(C(=O)CCn3c(=O)[nH]c4ccccc4c3=O)CC2)cc1	-6.1
CCOC(=O)CNC(=O)Cn1cnc2c(nnn2-c2ccc(C)cc2)c1=O	-7.9
COc1ccc(S(=O)(=O)N2CCC(C(=O)NCCc3ccc4c(c3)OCO4)CC2)cc1	-5.9
CCCOC(=O)C1=C(C)NC2=C(C(=O)CCC2)C1c1cc(Br)c(O)c(OC)c1 (stereo not given)	-19.3
COC(=O)c1ccc(C2C(Oc3ccccc3C)C(=O)N2c2cccc(Cl)c2)cc1 (stereo not given)	6.1
Fc1ccc2nc3n(c2c1F)CCCCCC3	-5.1
CCN(CC)S(=O)(=O)c1ccc2oc(C(=O)Nc3cccc(OC)c3)c(C)c2c1	-34.4
Cn1c(SCC(=O)NC2CCCCC2)nnc1-c1c[nH]c2ccccc12	-9.5
O=C(Nc1nnc(-c2ccc(F)cc2)o1)c1ccc(S(=O)(=O)N2CCCc3ccccc32)cc1	4.3
O=C(CCS(=O)(=O)c1ccc(Br)cc1)N1CCN(c2cccc(Cl)c2)CC1	0.8
CCOP1(=O)C=C(C(C)(C)C)OC1c1ccc(F)cc1 (stereo not given)	-2.9
O=C1C2C3C=CC(C3=C(c3ccccc3)c3ccccc3)C2C(=O)N1c1ccccn1 (stereo not given)	2.5
COc1cc2c(cc1OC)C(C(=O)NCCCN1CCCCCC1)C(c1cccnc1)N(C)C2=O (stereo not given)	4.0
NC(=O)C1(N2CCCCC2)CCN(Cc2ccccc2Cl)CC1	-2.0
COc1ccc(NC(=O)c2cnn3c(C(F)(F)F)cc(-c4ccc(OC)c(OC)c4)nc23)cc1OC	-3.7
Cc1ccc(CNS(=O)(=O)c2ccc3c(c2)CCN3C(=O)C2CC2)cc1	-2.8
CN(C)CCNC(=O)Cn1nc(-c2ccc(Cl)cc2)ccc1=O	-9.1&-5.9
Cc1cccc2cc(CN(CCCN3CCOCC3)Cc3nnnn3C(C)(C)C)c(=O)[nH]c12	-5.3
O=C(NCc1cccnc1)c1cccn2c(=O)c3cc4ccccc4cc3nc12	5.4
CCc1c(C)c(C#N)c2nc3ccccc3n2c1N1CCN(C(=O)c2ccco2)CC1	-29.4
O=C(N1CCC(O)(c2cccnc2)CC1)C12CC3CC(CC(C3)C1)C2	3.6
COc1ccc(Br)cc1C1Nc2ccc(C(C)=O)cc2C2C=CCC21 (stereo not given)	-69.3
CCC(CO)Nc1nc(NCc2ccccc2)c2ncn(C(C)C)c2n1 (stereo not given)	-1.4
O=C(Nc1ccc(-c2nc3ccccc3s2)c(O)c1)c1ccccc1	-2.9

The list continues:
mol	14-3-3g Raf
CN1CCN(c2ccc(NC(=O)COc3ccccc3Cl)cc2)CC1	-8.7
Cc1oc(-c2ccccc2F)nc1CSCC(=O)NCc1ccc2c(c1)OCO2	1.4
O=C(N1CCOCC1)N1CCN(S(=O)(=O)N2CCCCC2)CC1	-4.0
Cc1ccc(S(=O)(=O)N2CCCC2C(=O)N2CCCCCC2)cc1 (stereo not given)	2.4
O=C1C=CC(=O)N1c1ccccc1N1C(=O)C=CC1=O	-9.4
CC(=O)Nc1ccc(NC(=O)c2sc3nc4c(cc3c2N)CCCCCC4)cc1	-1.2
OC(COC1CCCCC1)Cn1cnc2ccccc21 (stereo not given)	-7.5
CCOC(=O)Cc1ccc(NCc2ccc(F)cc2)cc1	-2.9
Cc1cccc(C)c1NC(=O)Cn1c(=O)n(-c2ccccc2)c(=O)c2c(C)c(C(=O)N(C)C)sc21	4.2
Cc1nc(N2CCN(c3ccc(F)cc3)CC2)c2c3c(sc2n1)CCCC3	-4.2
O=C(O)CCn1c(=O)c2ccccc2c2ccccc2c1=O	-0.6
Cc1ccc(C2CC(c3cccs3)=NN2S(=O)(=O)c2ccc(C)cc2)cc1 (stereo not given)	-299.6
C=CCOC(=O)C1=C(C)N(C)C(=O)NC1c1ccccc1I (stereo not given)	-5.9
Cc1ccc(NC(=O)CCC(=O)O)cc1	-0.7
COc1ccc(N2CCN(C(=O)c3ccc(Sc4cccc(Cl)c4)c([N+](=O)[O-])c3)CC2)cc1	5.3
COc1cc2c(cc1OC)C(SC)=NC(C)(C)C2	-5.7
CC(C)CC1NC(=O)N(CC(=O)N2CCN(S(=O)(=O)c3ccc(Cl)cc3)CC2)C1=O (stereo not given)	2.6
CCCC1=NN(C(=O)c2cccc(C)c2)C(O)(C(F)(F)F)C1 (stereo not given)	-8.0
COc1ccc(COC(=O)C2=C(C)NC3=C(C(=O)CC(C)(C)C3)C2c2cc3c(cc2[N+](=O)[O-])OCO3)cc1 (stereo not given)	-1.6
CN(C)c1ccc(C(C2=C(O)CC(C)(C)CC2=O)C2C(=O)CC(C)(C)CC2=O)cc1 (stereo not given)	-41.2
Cc1cccc(Cn2c(N3CCCCC3)nc3c2c(=O)[nH]c(=O)n3C)c1	6.0
CCOc1ccc(C(=O)Nc2ccc(S(=O)(=O)Nc3nc(C)cc(C)n3)cc2)cc1	0.1
Cc1nc2c(cnn2-c2ccccc2Cl)c(=O)n1-c1ccc(N2CCC(C)CC2)cc1	-37.4
CC(=O)C1=NN(c2ccccc2)C2C(=O)N(c3ccc(Br)cc3)C(=O)C12 (stereo not given)	12.6
CCn1cc(C(=O)NCCc2ccccc2)c(=O)c2cc(S(=O)(=O)N3CCCCCC3)ccc21	-9.3
COc1cc(C)ccc1OCCn1c(-c2ccc(Br)cc2)nc2ccccc2c1=O	16.5
COC(=O)C1=C(C)N(C)C(C)=C(C(=O)OC)C1c1cccc([N+](=O)[O-])c1	-6.2
Cc1ccc(C)c(-n2cc(-c3ccccc3)[nH]c2=S)c1	8.6
O=C(O)c1[nH]c2ccc(Cl)cc2c1CC(=O)N1CCCCCC1	2.8
Nc1nonc1-c1nc2ccccc2n1Cc1cccc(Br)c1	-31.0
COc1cc(C=Nc2c(C)n(C)n(-c3ccccc3)c2=O)cc([N+](=O)[O-])c1O	-3.7
Cc1ccc(C(C)C)c(OCC(=O)Nc2ncc(S(=O)(=O)c3ccc([N+](=O)[O-])cc3)s2)c1	-2.2
O=C(O)C1CCCCC1C(=O)NCCC1=CCCCC1 (stereo not given)	0.9
CCc1ccccc1NC(=O)c1noc2c1CC(C(C)(C)C)CC2 (stereo not given)	-3.5
CC1CCN(c2c(NCc3ccc(C(=O)N4c5ccccc5CC4C)cc3)c(=O)c2=O)CC1 (stereo not given)	0.5
CCOC(=O)c1sc(-n2[nH]c(C)cc2=O)nc1C	-1.3
CN(C)c1nc(OCCNC(=O)Nc2ccccc2)nc(N(C)C)n1	-6.3
O=C1CCCN1CCP(=O)(O)O	-6.7
Cc1ccc(-c2nc3ncccc3o2)cc1NC(=O)c1ccc(-c2ccccc2[N+](=O)[O-])o1	-50.1
COc1ccccc1CNS(=O)(=O)c1ccc(F)c(C(=O)Nc2cc(C)cc(C)c2)c1	-6.2
Cc1sc2ncn(CC(=O)NCC(=O)O)c(=O)c2c1C	7.6
CSc1ncccc1C(=O)OCC(=O)NC1CCS(=O)(=O)C1 (stereo not given)	-0.7
Cc1ccc(/C=C/C2=Cc3c(sc(NC(=O)CSc4n[nH]c(N)n4)c3C#N)C(C)(C)C2)o1	-132.5
O=C(O)CNS(=O)(=O)c1ccc(Br)s1	0.6&-6.9
O=C(c1ccccc1F)n1c2c(c3ccccc31)CCCC2	-2.0
O=C(Nc1ccc2nc(SCC(=O)N3CCOCC3)sc2c1)c1ccccc1[N+](=O)[O-]	-21.6
O=C(Nc1ccccc1)c1sc(=S)n2c1[nH]c(=O)c1ccccc12	-24.8
COc1ccccc1C1(CC(=O)O)CCOC(C)(C)C1 (stereo not given)	-1.8

A draw from above in order of molar mass, low to high:
mol	14-3-3g Raf
COc1ccccc1C1(CC(=O)O)CCOC(C)(C)C1 (stereo not given)	-1.8
CN(C)c1nc(OCCNC(=O)Nc2ccccc2)nc(N(C)C)n1	-6.3
O=C(Nc1ccccc1)c1sc(=S)n2c1[nH]c(=O)c1ccccc12	-24.8

Remaining list, next part:
mol	14-3-3g Raf
Cc1ccccc1-n1nc2c(c1NC(=O)c1ccc(S(=O)(=O)N3CCOCC3)cc1)CS(=O)(=O)C2	3.5
COc1cc(OC)cc(C(=O)N2CCN(c3ccccc3F)CC2)c1	-5.6
Cc1cccc(-n2cc(-c3ccccc3)nc2SCC(=O)Nc2ccccc2C)c1	-3.1
Cc1sc2ncn(CC(=O)N3CCN(C)CC3)c(=O)c2c1S(=O)(=O)N1CCC(C)CC1	-6.2
Cc1ccc(Cn2nnc3c(=O)n(CC(=O)NCc4ccco4)cnc32)cc1	-2.0
CC(=O)NC(=O)c1cc2ccccc2oc1=Nc1cccc(F)c1	-0.3
O=C1c2oc3ccccc3c(=O)c2C(c2ccccn2)N1Cc1ccccc1 (stereo not given)	1.3
O=C(CCSCc1cccc(F)c1)N1CCc2ccccc21	-8.8
CC(C)c1ccc(C2=CC(c3cccc(Br)c3)n3ncnc3N2)cc1 (stereo not given)	3.2
CCSc1nc2sc3c(c2c(=O)n1-c1ccc(OC)cc1)CCC3	-3.9
COc1cccc(-c2nc(CS(=O)(=O)CC(=O)NCc3ccccc3OC)c(C)o2)c1	-4.1
CSc1nc(C2CC2)cc(-c2ccco2)c1C#N	-116.9
Cc1cc(NC(=O)C2CCCCC2)ccc1Br	-11.3
CCSCCOC(=O)C1=C(C)NC(=O)NC1c1cccc(OC)c1 (stereo not given)	-3.9
CCCCCCc1ccc(-c2ncc(N)cn2)cc1	3.0
COC(=O)c1cc(Br)ccc1OC(=O)c1ccco1	-0.9
O=C(CC1(O)C(=O)Nc2ccc(Br)cc21)c1cccc([N+](=O)[O-])c1 (stereo not given)	-8.8
CCOC(=O)c1ccc(Cn2c(-c3ccccc3)nnc2-c2ccccc2)o1	7.4
C=CCN1C(=O)C(C(=O)N(Cc2ccccc2)Cc2ccccc2)C2CC1(C)Oc1ccccc12 (stereo not given)	-2.1
